Compound activity: PubChem BioAssay, Johns Hopkins Ion Channel Center
CHT inh: inhibitors of human choline transporter CHT. Q9GZV3. CHT-expressing cells, membrane potential dye, choline response; active compounds read low. B-score at 10 µM. 0.86% of 310,000 active. AID 488975;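 active means B-score over 3 SD under the library average, and starting fluorescence ratio not unusually high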;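 further: choline stimulus applied at its EC90 after an EC20 pre-addition; B-score computed on integrated fluorescence ratio after choline addition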
Target sequence (Q9GZV3 whole entry, looked up): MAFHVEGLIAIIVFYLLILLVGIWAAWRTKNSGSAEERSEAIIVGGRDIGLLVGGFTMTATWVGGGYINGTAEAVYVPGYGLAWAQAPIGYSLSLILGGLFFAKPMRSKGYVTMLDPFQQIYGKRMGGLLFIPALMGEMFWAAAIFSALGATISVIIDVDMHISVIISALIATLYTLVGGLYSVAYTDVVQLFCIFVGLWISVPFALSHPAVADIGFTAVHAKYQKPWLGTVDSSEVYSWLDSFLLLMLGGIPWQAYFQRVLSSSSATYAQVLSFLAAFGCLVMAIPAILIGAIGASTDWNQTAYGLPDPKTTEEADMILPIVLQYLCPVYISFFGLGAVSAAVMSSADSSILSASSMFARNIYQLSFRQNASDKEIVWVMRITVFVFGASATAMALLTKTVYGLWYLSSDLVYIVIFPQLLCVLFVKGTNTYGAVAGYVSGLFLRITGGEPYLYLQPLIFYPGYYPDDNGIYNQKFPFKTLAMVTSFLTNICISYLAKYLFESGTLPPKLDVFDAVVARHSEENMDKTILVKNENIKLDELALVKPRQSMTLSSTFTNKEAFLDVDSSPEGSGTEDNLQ
Kir21 block: Kir2.1 (mouse) channel inhibition | P35561 | HEK293-Kir2.1, FluxOR thallium flux fluorescence; active compounds read low | B-score at 10 µM | 0.85% of 310,000 active;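 active means fluorescence ratio B-score at or below minus 3 SD of library scores, with starting-brightness B-score within 2 SD, cut at about -4.2 in these data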;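 further: channel flux triggered by added potassium and thallium sulfate stimulus; B-score of peak minus minimum fluorescence over baseline after thallium stimulus; more negative B-score means stronger Kir2.1 block with less thallium influx; some compounds called inactive have numbers as strong as hits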
Target sequence (P35561 whole entry, looked up): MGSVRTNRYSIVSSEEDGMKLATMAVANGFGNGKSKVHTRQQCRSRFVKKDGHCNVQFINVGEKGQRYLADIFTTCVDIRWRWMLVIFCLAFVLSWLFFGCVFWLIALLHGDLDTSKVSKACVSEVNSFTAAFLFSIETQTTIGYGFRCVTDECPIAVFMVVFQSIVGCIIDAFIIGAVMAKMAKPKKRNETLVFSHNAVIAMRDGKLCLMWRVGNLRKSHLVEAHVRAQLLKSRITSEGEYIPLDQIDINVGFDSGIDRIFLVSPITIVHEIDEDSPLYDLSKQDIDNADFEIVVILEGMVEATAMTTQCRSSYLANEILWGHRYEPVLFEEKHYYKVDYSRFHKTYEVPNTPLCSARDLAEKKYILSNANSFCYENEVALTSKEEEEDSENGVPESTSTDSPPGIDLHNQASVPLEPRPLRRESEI
Starred values were filed as active, the others as inactive; i = inactive; x = not tested or not shown.

SMILES	CHT inh	Kir21 block
CCOC(=O)C1CCN(C(C(=O)NC2CCCCC2)c2ccc(OC)cc2)CC1 (stereo not given)	i	x
O=S(=O)(NCCC1=CCCCC1)c1c(Cl)cccc1Cl	i	-1.6
CC(C)NC(=O)Cn1c(SCC(=O)N2CCCCCC2)nc2ccccc21	i	0
CCN(Cc1ccncc1)Cc1cn[nH]c1-c1ccc(OC)cc1F	i	-1.2
CC(=O)Nc1ccc(S(=O)(=O)NCc2nnnn2-c2ccc(F)cc2)cc1	i	0.72
Cc1cccc(C)c1NC(=O)CSc1ccc([N+](=O)[O-])cn1	i	0.25
CC(C)(C)OC(=O)N1CCCN(C(=O)c2ccc(Cl)cc2)CC1	i	0.4
c1ccc(-n2cnnc2SCc2cn3ccccc3n2)cc1	i	-0.96
COc1ccc([C@@H]2CC=C(C(=O)O)[C@H](c3cccc(Cl)c3)N2S(=O)(=O)c2ccccc2C)cc1	i	x
CCCNC(=S)NCCN1CCCCC1	i	-1.8
CC(=O)c1cccc(NC(=O)N(c2ccccc2)c2ccccc2)c1	i	-0.22
CCC(Sc1nc2ccccc2s1)C(=O)Nc1nnc(C)s1 (stereo not given)	i	0.04
COc1ccc(C2=[N+]([O-])C(C)(C)N(O)C2C)cc1 (stereo not given)	i	0
COc1cccc(NC(=S)N2CCN(C/C=C/c3ccccc3)CC2)c1	i	0.52
Cc1ccc(NC(=O)NC2C(NC(=O)Nc3ccc(C)cc3)N(C)C(=O)N2C)cc1 (stereo not given)	i	0.03
CN(C1CCCCC1)S(=O)(=O)c1ccc(S(=O)(=O)N2CCN(CCC#N)CC2)cc1	i	0.32
CCc1ccc(S(=O)(=O)N/N=C(/C)c2ccncc2)cc1	i	-2.4
Cc1cccn2c(=O)nc(SCC(=O)N3CCC(Cc4ccccc4)CC3)nc12	i	2.4
COc1ccccc1CN1CC(C(=O)NCCc2ccc(Cl)cc2)CC1=O (stereo not given)	i	-1.7
Cc1ccc(S(=O)(=O)NNC(=O)Nc2ccc(Cl)cc2)cc1	i	-0.02
CC(C)(C)c1ccc(C(CC(=O)O)NC(=O)CCCc2ccccc2)cc1 (stereo not given)	i	0.07
COc1ccc(-n2nnnc2-c2ccc(S(C)(=O)=O)cc2Cl)cc1	i	-1.9
CCOC(=O)c1c(N2C(=O)C=CC2=O)sc(C)c1C	i	-1.8
CCn1c(C)nc2cc(C(=O)NNS(=O)(=O)c3ccccc3F)ccc21	i	2.4
O=C(NCCS(=O)(=O)N1CCN(c2ccccc2)CC1)c1cccs1	i	1.1
(continued)
SMILES	CHT inh	Kir21 block
Cc1ccc(S(=O)(=O)NCCc2ccncc2)cc1	i	4.9
CC(=O)c1cnc2nc(SCc3ccc(C)cc3)nn2c1C	i	0.86
COc1ccccc1CC(=O)NC1CC1	i	2.1
Cc1sc2ncn(CC(=O)NCCCC(=O)N3CCN(c4ccccn4)CC3)c(=O)c2c1C	i	-0.65
CCOC(=O)c1c(NC(C)=O)sc2c(OC)c(Br)ccc12	i	0.93
COCC1CCCCN1Cc1cn(-c2ccccc2)nc1-c1ccc2c(c1)OCO2 (stereo not given)	i	-1.6
O=S(=O)(Nc1ccc(S(=O)(=O)N2CCCCCC2)cc1)c1cccs1	i	-0.02
Cc1ccc(NS(=O)(=O)c2ccc3c(c2)n(C)c(=O)c(=O)n3C)c(C)c1	i	0.33
Cc1ccc(OCCN2C(=O)CSC2=O)cc1	i	1.2
O=C(N1CCOCC1)N1CCN(S(=O)(=O)N2CCOCC2)CC1	i	1.5
O=c1cc(CSc2ccc(Cl)cc2)nc(-c2ccccc2)[nH]1	i	-0.92
O=C(COC(=O)c1cccnc1Cl)Nc1ccccc1OC(F)F	i	-0.82
CCC(C)(C)NC(=O)C(c1ccco1)N(C(=O)CNC(=O)c1cccs1)c1cccnc1 (stereo not given)	i	-0.37
CSC1=NSC2=NC(=O)/C(=C/c3coc4ccccc4c3=O)C(=N)N12	i	x
COc1ccc(OC)c(NC(=O)CN(c2ccc(C)cc2)S(=O)(=O)c2c(C)n[nH]c2C)c1	i	-0.14
Cc1nn(CC(=O)NNC(=S)NCC2CCCO2)c(C)c1Br (stereo not given)	i	-0.26
COc1ccccc1N1CCN(C(=O)CSc2nnc(NC(=O)C(C)C)s2)CC1	i	0.72
CC(C)c1nc2n[nH]c(N)c2c2c1CCCC2	i	-6.8*
CC(Sc1nnnn1C)C(=O)Nc1ccccc1 (stereo not given)	i	-0.58
CCCN(CCO)Cc1ccc(Cl)c(Cl)c1	i	-2.4
CC1(C)CC(=O)c2c(O)cc(OCc3ccc([N+](=O)[O-])cc3)cc2O1	i	-0.08
N#Cc1ccsc1NC(=O)CN1CCN(S(=O)(=O)c2ccc3ccccc3c2)CC1	i	0.18
Cc1cc(CNC(=O)COc2ccc(F)cc2Cl)cc(C)c1O	i	-1.1
CCOc1nc(OCC)c2cnn(C)c2n1	i	0.02
COCCNC(=O)c1cc(-c2cccnc2)nc2ccc(Br)cc12	i	1.9

Compound profiles, as listed above. Order of values: CHT inh, Kir21 block
Profile of `O=S(=O)(Nc1ccc(S(=O)(=O)N2CCCCCC2)cc1)c1cccs1` : i, -0.02
Profile of `N#Cc1ccsc1NC(=O)CN1CCN(S(=O)(=O)c2ccc3ccccc3c2)CC1` : i, 0.18
Profile of `CC(C)c1nc2n[nH]c(N)c2c2c1CCCC2` : i, -6.8*
Profile of `COc1ccc(OC)c(NC(=O)CN(c2ccc(C)cc2)S(=O)(=O)c2c(C)n[nH]c2C)c1` : i, -0.14
Profile of `COc1ccccc1CC(=O)NC1CC1` : i, 2.1

Returning to the listing with the 5 entries that preceded the break.
SMILES	CHT inh	Kir21 block
CC1(C)CC(=O)c2c(O)cc(OCc3ccc([N+](=O)[O-])cc3)cc2O1	i	-0.08
N#Cc1ccsc1NC(=O)CN1CCN(S(=O)(=O)c2ccc3ccccc3c2)CC1	i	0.18
Cc1cc(CNC(=O)COc2ccc(F)cc2Cl)cc(C)c1O	i	-1.1
CCOc1nc(OCC)c2cnn(C)c2n1	i	0.02
COCCNC(=O)c1cc(-c2cccnc2)nc2ccc(Br)cc12	i	1.9
COC(=O)c1ccccc1N1CCS(=O)(=O)CC1	i	-1.2
COC(=O)CNC(c1ccccc1)c1cc(Br)ccc1N (stereo not given)	i	-0.55
Cc1ccccc1NC(=O)Nc1ccccc1Br	i	-0.26
CC(=O)NC(Cc1cccc(F)c1)C(=O)NC1CCN(c2nnnn2-c2ccccc2)CC1 (stereo not given)	i	0.41
O=C(CCCCC(=O)NCCc1ccccc1)NCCc1ccccc1	i	-1.4
Cc1ccc(S(=O)(=O)N(CC(=O)NCC2CCCO2)Cc2cccc(C)c2)cc1 (stereo not given)	i	-0.69
CCSc1nc2sc3c(c2c(=O)n1-c1ccccc1)CCN(C)C3	i	0.45
Cc1c(SCCO)c(=O)[nH]c2cc3c(cc12)OCO3	i	1.2
CCOC(=O)Cc1ncccc1C(=O)Nc1ccc(OC(F)(F)F)cc1	i	0.12
CC(C)CN(C(=O)CN1CCN(c2ccccc2O)CC1)c1c(N)n(CC(C)C)c(=O)[nH]c1=O	i	-0.65
Cn1cc(CN2CCCC(CO)(Cc3cccc(Cl)c3)C2)cn1 (stereo not given)	i	0.01
COc1ccccc1NC(=O)CSc1ccc(-c2ccc(-n3cccn3)cc2)nn1	i	0.14
Cc1cc(NC(=O)CSc2nc3ccsc3c(=O)n2CCCC(=O)NCCc2ccccc2)no1	i	-1.7
CSc1nsc(SCC(=O)NCc2ccccc2)n1	i	1.3
C=CCn1c(=N)n(CC(=O)c2cccc([N+](=O)[O-])c2)c2ccccc21	i	1.6
COCCn1nnnc1C(c1ccc(OC)c(OC)c1)N1CCc2ccccc21 (stereo not given)	i	-1.2
O=C(NCCCn1ccnc1)C(=O)NCC1OCCN1S(=O)(=O)c1ccc(Cl)cc1 (stereo not given)	i	-1.9
COc1cc(Nc2nnc(C)s2)c(Cl)cc1Cl	i	0.23
COc1ccc(-c2oc3ccc(-c4ccc5c(c4)OCO5)cc3c2-c2ccc(OC)nc2)cc1	i	0.63
Cc1cc(C)c(C(=O)NCC(=O)c2ccccc2)c(C)c1	i	2.6
COc1ccc2[nH]c(=O)c(CN(C(=O)c3ccccn3)c3ccccc3)cc2c1	i	1.5
CN(C)c1ccc(S(=O)(=O)NCC(=O)NCCOc2ccccc2F)cc1[N+](=O)[O-]	i	-2.1
COc1ccccc1C(=O)NNC(=O)c1ccc(NS(=O)(=O)c2cccs2)cc1	i	-0.66
CCC(C)N(CCNC(=O)CC1Oc2ccc(C)cc2NC1=O)C1CCCCC1 (stereo not given)	i	-2.2
Cc1ccc2c(CN3CCN(Cc4ccccc4)CC3)cc(=O)oc2c1	i	-3.2
Carrying on:
SMILES	CHT inh	Kir21 block
Cc1ccc(-n2c(N)c(C(=O)Nc3c(C)n(C)n(-c4ccccc4)c3=O)c3nc4ccccc4nc32)cc1C	i	-1.2
COC(=O)C1CCN(C(=O)c2cc(=O)[nH]c3ccccc23)CC1	i	-1.6
O=C(Nc1ccccc1)C(c1ccccc1)c1ccccc1	i	-2.5
Cn1cc(CN2CCN(CCO)CC2)c(-c2ccc(Oc3ccccc3)cc2)n1	i	1.2
Nc1nc(Sc2ccc(C(F)(F)F)cn2)n[nH]1	i	-0.06
CCOc1ccccc1CNCc1ccc(C(=O)O)cc1	i	-1.5
C=CCN1C(=O)c2ccccc2Sc2ccc(C(=O)N3CCN(C)CC3)cc21	i	0.21
O=C1CN(C(=O)c2cc3ccccc3oc2=O)C(c2ccccc2)c2cc(F)ccc2N1 (stereo not given)	i	0.13
Oc1ccc2ccccc2c1CNc1ccc(Br)cn1	i	-0.62
CC(=O)/C(=N\Nc1ccccc1)Sc1nnc(-c2ccccc2)n1-c1ccccc1	i	0.28
CC1CCN(C(=O)CSCC(=O)Nc2nc(-c3cccs3)cs2)CC1	-5.3*	-1.4
C/C(=N/NS(=O)(=O)c1ccc(C)cc1)c1c(O)c2ccccc2oc1=O	i	0.25
CCCCc1ccc(NC(=O)C2CCCC2)cc1	i	-0.26
COC(=O)c1c(C)oc(C)c1S(=O)(=O)N(C)C1CCCCC1	i	-1.2
COc1nc(OC)nc(Oc2ccc(Cl)cc2[N+](=O)[O-])n1	i	-1.1
CC1CC(C)(C)NC(=S)N1CCC(=O)NCCc1ccc(Cl)cc1 (stereo not given)	i	0.65
CC(C)c1ccc(N(CC(=O)NC2CCCCC2)C(=O)CCC(=O)Nc2ccccn2)cc1	i	-0.34
CCCCOC(=O)CCCN1C(=O)/C(=C2\SC(=S)N(CCCC(=O)OCCCC)C2=O)SC1=S	i	0.57
COc1ccc(C)cc1NC(=O)CCS(=O)(=O)c1ccc2c(c1)oc(=O)n2C	i	0.17
Cc1ccsc1/C=N\NC(=O)c1cc(C(C)(C)C)[nH]n1	i	-1.4
CCOC(=O)CSc1nnc(CNC(=O)c2cc(OC)c(OC)c(OC)c2)n1C	i	-0.29
O=C(O)CCC(=O)N1CCc2cc(S(=O)(=O)N3CCC(Cc4ccccc4)CC3)ccc21	i	-0.92
COc1cccc(CC2(CO)CCCN(Cc3ccccc3Cl)C2)c1 (stereo not given)	i	-3.2
COC(=O)c1ccc(NC(=O)CCN2C(=O)C3C4CCC(C4)C3C2=O)cc1 (stereo not given)	i	-0.34
COc1ccc(OC2C(=O)N(Cc3ccc(F)cc3)C2c2cc(OC)c(OC)c(OC)c2)cc1 (stereo not given)	i	0.42
Later entries
SMILES	CHT inh	Kir21 block
Cc1cc(C(=O)COC(=O)CNC(=O)c2ccc(Cl)c(Cl)c2)c(C)n1Cc1ccco1	i	0.04
Cc1ccsc1/C=C/c1ccc2cccc(O)c2n1	i	-0.72
CCOc1ccc(-c2nnc(NC(=O)C3CCCC3)o2)cc1	i	-0.61
CCOc1ccc(-n2c(SCc3ccc([N+](=O)[O-])cc3)nnc2-c2ccc(OC)cc2)cc1	i	0.74
CCOC(=O)N1CCN(C(c2cccc(OC)c2)c2sc3nc(C)nn3c2O)CC1 (stereo not given)	i	-1
CCOc1ccc(OCCC(=O)NNC(=O)c2nn(C)c(=O)c3ccccc23)cc1	i	1.2
Cc1cccc(C)c1NC(=S)N(CCCN1CCN(C)CC1)Cc1cccs1	i	-1.7
CC[C@@H](C)[C@H](NC(=O)OC(C)(C)C)c1nnc(S(=O)(=O)Cc2cc(C)ccc2C)o1	i	-9.1*
CCCC(C)C(=O)Nc1ccc2c(c1)OCCO2 (stereo not given)	i	1.4
COc1cccc(N(C(=O)Cn2nnc(-c3ccc(C)o3)n2)C(C(=O)NC(C)(C)C)c2cccs2)c1 (stereo not given)	i	0.66
OCCOCCNc1ncnc2nc[nH]c12	i	-0.08
CC1CC(C)CN(C(=O)CSc2nnc(CSc3ncccn3)n2C)C1 (stereo not given)	i	0.43
CCN(CC(=O)N1CCN(Cc2ccccc2)CC1)S(=O)(=O)c1ccc(C)cc1	i	-0.35
CCO[C@H]1OC(C(=O)N2CCN(Cc3ccc4c(c3)OCO4)CC2)=C[C@@H](C2CCCCC2)[C@@H]1CCCO	i	-0.99
CCc1ccccc1N1CC23C=CC(O2)C(C(=O)O)C3C1=O (stereo not given)	i	0.94
COc1cc(CC(=O)N/N=C/c2ccc([N+](=O)[O-])cc2)c([N+](=O)[O-])cc1OC	i	0.87
Cc1nn(C)cc1C(C)NCc1c(C(=O)N2CCCCCCC2)nc2ccc(Cl)cn12 (stereo not given)	i	-0.01
CCc1ccc2c(c1)C(c1cccs1)=NNC(c1cccnc1)=N2	i	0.04
COC(=O)c1cc(OC)c(OC)c(OC)c1[N+](=O)[O-]	i	-0.08
